Bioassay records from PubChem BioAssay.
TRHR ag: qHTS for Small Molecule Agonists and Allosteric Enhancers of Human TRH Receptor: Primary Screen for Agonists; Thyrotropin-releasing hormone receptor (Homo sapiens), P34981; TRHR cells, calcium flux fluo-8, FDSS agonist mode; activation, % at 2 µM; hit rate 0.18% among 360,000; in the data active means activation above about 30%; further: 0% is about no effect
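Read-out: compound-evoked intracellular calcium rise in TRHR cells, fluo-8 dye, kinetic FDSS fluorescence at 1 s/cycle following a 10-cycle baseline. Cells cultured overnight before dye loading (30 min–1.5 h, RT).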
rTrxR1 inhibitor: qHTS Assay for Inhibitors of Mammalian Selenoprotein Thioredoxin Reductase 1 (TrxR1): qHTS | hit rate 1% among 390,000 | Thioredoxin reductase 1, cytoplasmic (Rattus norvegicus), O89049 | Potency, µM (doses to about 114 µM), for inactives: at the top dose activity change, negative = inhibition, hits mostly inhibitors | recombinant rTrxR1, NADPH fluorescence consumption, selenite substrate; further: potency means the concentration at half of the fitted maximal effect; on the % scale 0 is the no-effect control and ±100 the full control effect; nearly all actives have a fitted effect of over 65% in size
Target sequence (O89049 whole entry, looked up): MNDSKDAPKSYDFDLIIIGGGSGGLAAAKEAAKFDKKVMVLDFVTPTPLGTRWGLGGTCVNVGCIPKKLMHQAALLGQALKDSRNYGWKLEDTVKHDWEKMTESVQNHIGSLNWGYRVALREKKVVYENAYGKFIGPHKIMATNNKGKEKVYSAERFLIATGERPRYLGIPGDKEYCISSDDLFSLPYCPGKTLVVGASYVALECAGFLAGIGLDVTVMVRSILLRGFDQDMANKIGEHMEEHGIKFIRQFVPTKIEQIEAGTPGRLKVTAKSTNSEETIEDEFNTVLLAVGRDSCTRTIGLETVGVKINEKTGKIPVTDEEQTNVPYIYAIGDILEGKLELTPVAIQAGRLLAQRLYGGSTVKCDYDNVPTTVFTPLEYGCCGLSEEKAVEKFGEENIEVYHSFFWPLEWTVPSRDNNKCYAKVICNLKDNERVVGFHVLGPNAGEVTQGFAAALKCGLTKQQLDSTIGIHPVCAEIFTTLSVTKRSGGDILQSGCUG
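Rat TrxR1 (90 nM in the dispensed reagent) was pre-reduced with 400 uM NADPH for 5 min at room temperature, then incubated with compound for 15 min. After 400 uM selenite was added, NADPH fluorescence (Ex 340/Em 450 nm) was followed for 8 min.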
PI4K2A block: qHTS for small molecular inhibitors of PI4K2A; Phosphatidylinositol 4-kinase type 2-alpha (Homo sapiens), Q9BTU6; purified PI4K2A, ADP-Glo luminescence, 1 h; stronger effect = lower value; activity change, negative = inhibition, % at 76.9 µM; hit rate 0.13% among 420,000; in the data active means activity change below about -50%; inconclusive means mostly about -30% to -49%;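 further: -100% = wells without enzyme as full effect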
Target sequence (Q9BTU6 whole entry, looked up): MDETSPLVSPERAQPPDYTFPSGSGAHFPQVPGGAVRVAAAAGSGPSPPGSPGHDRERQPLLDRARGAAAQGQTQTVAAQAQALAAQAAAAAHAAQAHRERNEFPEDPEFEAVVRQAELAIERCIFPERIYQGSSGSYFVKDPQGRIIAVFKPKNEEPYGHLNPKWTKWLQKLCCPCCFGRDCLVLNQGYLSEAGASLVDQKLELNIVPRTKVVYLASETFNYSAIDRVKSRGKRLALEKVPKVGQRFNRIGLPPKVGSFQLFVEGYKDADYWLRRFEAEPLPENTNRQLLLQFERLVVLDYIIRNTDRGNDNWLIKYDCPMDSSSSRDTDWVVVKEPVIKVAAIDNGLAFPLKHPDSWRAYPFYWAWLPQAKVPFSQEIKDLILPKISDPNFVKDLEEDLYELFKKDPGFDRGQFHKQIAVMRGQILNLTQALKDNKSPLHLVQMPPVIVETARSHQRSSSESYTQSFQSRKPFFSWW
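In this quantitative HTS, ADP production by PI4K2A was quantified luminescently after 1 h at ambient temperature; 100 microM adenosine served as plate-quality control.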
USP1 inh: Inhibitors of USP1/UAF1: Primary Screen; Ubiquitin carboxyl-terminal hydrolase 1 (Homo sapiens), O94782; recombinant USP1/UAF1, Ub-Rhodamine cleavage fluorescence; Potency, µM (highest dose often 57.1 µM), for the others: at the top dose activity change, negative = inhibition, usual class: inhibitors; hit rate 0.23% among 390,000; further: potency means the concentration at half of the fitted maximal effect; on the % scale 0 is the no-effect control and ±100 the full control effect; nearly all actives have a fitted effect of over 60% in size; inactives centre near -12
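In this screen, compounds sit with the deubiquitinase complex (1nM) for 15 min at room temperature before Ub-Rho is added at 150nM final. Fluorescence rise is then followed for 6 reads every 60 seconds.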
D2 antag: HTS Assay for Allosteric Antagonists of the Human D2 Dopamine Receptor: Primary Screen for Antagonists | HEK293 TREx D2 cells, calcium flux, dopamine EC80 | inhibition, % at 10 µM | hit rate 2% among 340,000; in the data active means inhibition above about 30%; further: 0% is about no effect
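HEK293 T-REx D2 cells, tet-induced, calcium dye no-wash. Cpd pintool add, 180 s kinetic, then EC80 DA, 180 s kinetic. Ca flux read.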
TRHR PAM: qHTS for Small Molecule Agonists and Allosteric Enhancers of Human TRH Receptor: Primary Screen for Enhancers. Thyrotropin-releasing hormone receptor (Homo sapiens), P34981. TRHR cells, fluo-8 calcium fluorescence, EC20 TRH enhancement. enhancement, % at 2 µM. hit rate 0.66% among 360,000. AID 493056, 2011; in the data active means enhancement above about 30%; further: 0% is about no effect
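TRHR-expressing cells loaded with fluo-8 calcium dye were read kinetically (ex 480/em 530) during compound addition, then stimulated with an EC20 of TRH (10 nM final). Enhancement of the Gq-mediated intracellular calcium response was scored.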
mIDH1 inhibitor: qHTS for Inhibitors of mutant isocitrate dehydrogenase 1 (IDH1): qHTS | IDH1-R132H enzyme, NADPH consumption, diaphorase/resazurin fluorescence | hit rate 0.093% among 390,000 | Isocitrate dehydrogenase [NADP] cytoplasmic (Homo sapiens), O75874 | Potency, µM (top dose mostly 76.6 µM), without a hit: at the highest dose activity change, negative = inhibition, usual class: inhibitors; further: potency means the concentration at half of the fitted maximal effect; on the % scale 0 is the no-effect control and ±100 the full control effect; nearly all actives have a fitted effect of over 65% in size
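IDH1-R132H (0.5 ug/mL) preincubated 30 min with compound, then NADPH (0.016 mM) and alpha-KG (2 mM) added; 80 min at RT, pH 7.5. Remaining NADPH coupled via diaphorase/resazurin to fluorescence (540/590 nm); concentration-response curves normalized to no-enzyme control.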
TrxR1 substrate: qHTS Assay for Substrates of Mammalian Selenoprotein Thioredoxin Reductase 1 (TrxR1): qHTS; Thioredoxin reductase 1, cytoplasmic (Rattus norvegicus), O89049; hit rate 0.01% among 390,000; Potency, µM (series often up to 114 µM), inactives show at the highest dose activity change, negative = substrate turnover; purified TrxR1 substrate turnover, NADPH consumption readout; further: potency means the concentration at half of the fitted maximal effect; on the % scale 0 is the no-effect control and ±100 the full control effect; nearly all actives have a fitted effect of over 50% in size
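Rat TrxR1, dispensed at 90 nM, was prereduced with 400 uM NADPH (final) for 5 min at ~22 deg C, then incubated with compound 15 min before 400 uM selenite. A first-read NADPH fluorescence drop versus no-compound background flagged substrates.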
D2 agonist: HTS Assay for Allosteric Agonists of the Human D2 Dopamine Receptor: Primary Screen for Agonists; activation, % at 2 µM; AID 485358, 2010; HEK293 T-REx D2 cells, calcium flux agonist mode; hit rate 0.53% among 340,000; D(2) dopamine receptor (Homo sapiens), P14416;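 active means activation over 3 SD above normal in the single-dose calcium agonist read, cut at about 30% in these data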; further: 0% is about no effect
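Agonism is scored from calcium flux in a force-coupled, inducible HEK293 cell line expressing D2, read kinetically for 180 s after compound addition against dopamine controls.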
Starred values were filed as active, the others as inactive; [ ] = another dose, or the depositor's remark. Unless noted, the call rests on the fitted dose curve; in most records, active means well fitted inhibition curve with a large enough effect; inconclusive means small, poorly fitted or top-dose-only effect; inactive means no such curve, though single readings can be large or run the other way.

Results for O=C(Nc1cccc(F)c1)Nc1cnccn1 ?
TRHR ag: -0.2; rTrxR1 inhibitor: 24%; PI4K2A block: 4; USP1 inh: -11%; D2 antag: -13; TRHR PAM: 17; mIDH1 inhibitor: -3%; TrxR1 substrate: 1%; D2 agonist: 1.3

Results for COc1ccc(OC)c(S(=O)(=O)N2CCCC(C(=O)NCc3ccco3)C2)c1 (stereo unspecified) ?
TRHR ag: 0.0; rTrxR1 inhibitor: 17%[0.0914 µM]; PI4K2A block: 2; USP1 inh: -7%; D2 antag: 7; TRHR PAM: 19; mIDH1 inhibitor: -3%; TrxR1 substrate: -4%[0.0914 µM]; D2 agonist: 0.5

What do the screens show for `O=C(COc1ccccc1Cl)N(Cc1cccc(F)c1)C1CCS(=O)(=O)C1` (stereo unspecified)?
TRHR ag: 0.0; rTrxR1 inhibitor: 12%; PI4K2A block: 3; USP1 inh: -19%; TRHR PAM: -1; mIDH1 inhibitor: -23%; TrxR1 substrate: -4%

What do the screens show for `Cc1ccc(NC(=O)C(C)OC(=O)Cc2c[nH]c3ccccc23)cc1` (stereo unspecified)?
TRHR ag: -0.6; rTrxR1 inhibitor: 0%[57.1 µM]; PI4K2A block: -18; USP1 inh: -13%; TRHR PAM: -8; mIDH1 inhibitor: -1%; TrxR1 substrate: 1%[57.1 µM]

How did COCCn1c(=NC(=O)c2ccc(S(=O)(=O)N3CCOCC3)cc2)sc2cc(S(N)(=O)=O)ccc21 do in these assays?
TRHR ag: 0.9; rTrxR1 inhibitor: 37%[activator]; PI4K2A block: 3; USP1 inh: -29%; D2 antag: 11; TRHR PAM: -1; mIDH1 inhibitor: -9%; TrxR1 substrate: 116%[activator]; D2 agonist: 1.1

Results for C=CCn1c(SCC(=O)Nc2nnc(CC)s2)nnc1-c1ccco1 ?
TRHR ag: 0.3; rTrxR1 inhibitor: -12%; PI4K2A block: 1; USP1 inh: -16%; D2 antag: -24; TRHR PAM: 3; mIDH1 inhibitor: 5%; TrxR1 substrate: 0%; D2 agonist: -0.1

How did Cc1ccc(F)cc1NC(=O)c1c(-c2ccccc2)noc1C do in these assays?
TRHR ag: -0.4; rTrxR1 inhibitor: -12%; PI4K2A block: 1; USP1 inh: -26%; D2 antag: 10; TRHR PAM: -2; mIDH1 inhibitor: -6%; TrxR1 substrate: -11%; D2 agonist: 0.0

What do the screens show for `O=C(CN1C(=O)CCn2nc(-c3ccccc3)cc21)NCc1ccc(F)cc1`?
TRHR ag: 0.0; rTrxR1 inhibitor: 18%; PI4K2A block: -6; USP1 inh: -3%; TRHR PAM: 10; mIDH1 inhibitor: -15%; TrxR1 substrate: -1%; D2 agonist: 0.3

How did O=C(Nc1ccc(Cl)cc1F)c1cc(S(=O)(=O)NCc2ccc3c(c2)OCO3)ccc1F do in these assays?
TRHR ag: 0.2; rTrxR1 inhibitor: 19%[57.1 µM]; PI4K2A block: 1; USP1 inh: 8%; TRHR PAM: -5; mIDH1 inhibitor: -9%; TrxR1 substrate: 4%[57.1 µM]; D2 agonist: 0.2

How did COc1cc([N+](=O)[O-])ccc1NC(=O)CCS(=O)(=O)c1ccc2c(c1)n(C)c(=O)c(=O)n2C do in these assays?
TRHR ag: 0.4; rTrxR1 inhibitor: 2%; PI4K2A block: -3; USP1 inh: -13%; D2 antag: 5; TRHR PAM: -12; mIDH1 inhibitor: -8%; TrxR1 substrate: -3%; D2 agonist: 1.1

Results for COc1ccc(C2=C(C=O)Cc3ccccc3O2)cc1 ?
rTrxR1 inhibitor: 8%[57.1 µM]; PI4K2A block: -2; USP1 inh: -3%; mIDH1 inhibitor: 8%; TrxR1 substrate: 10%[57.1 µM]

Results for Cc1ccccc1NC(=S)NNC(=O)c1cccc(Br)c1 ?
TRHR ag: 0.7; rTrxR1 inhibitor: -14%[57.1 µM]; PI4K2A block: 1; USP1 inh: -19%; D2 antag: -2; TRHR PAM: 1; mIDH1 inhibitor: 2%; TrxR1 substrate: 7%[57.1 µM]; D2 agonist: 1.0

How did Cc1cc2nc(/C=C/c3nc4cc(C)c(C)cc4[nH]3)[nH]c2cc1C do in these assays?
TRHR ag: -0.6; rTrxR1 inhibitor: 8%[57.1 µM]; PI4K2A block: 1; USP1 inh: -20%; D2 antag: -10; TRHR PAM: 21; mIDH1 inhibitor: -4%; TrxR1 substrate: 7%[57.1 µM]; D2 agonist: 16

How did Cc1ccc(CN2CCC(CNC(=O)Nc3ccc(Cl)cc3)C2)cc1 (stereo unspecified) do in these assays?
TRHR ag: 3.2; rTrxR1 inhibitor: 17%; PI4K2A block: 0; USP1 inh: -20%; TRHR PAM: 6; mIDH1 inhibitor: 13%; TrxR1 substrate: -3%; D2 agonist: 1.0

How did CC(=O)Oc1c(C)c(OC(C)=O)c2c(c1C(C)=O)OC1CC(=O)C(C(C)=O)=C(O)C21C (stereo unspecified) do in these assays?
TRHR ag: -0.7; rTrxR1 inhibitor: 8%; PI4K2A block: 2; USP1 inh: -21%; D2 antag: 8; TRHR PAM: 5; mIDH1 inhibitor: 3%; TrxR1 substrate: 4%[57.1 µM]; D2 agonist: -0.6

How did CCOCc1c(C(=O)OCC(=O)Nc2ccc(C)c(S(=O)(=O)N(C)C)c2)oc2ccccc12 do in these assays?
TRHR ag: -0.5; rTrxR1 inhibitor: -9%[11.4 µM]; PI4K2A block: 6; USP1 inh: -19%; D2 antag: -11; TRHR PAM: -3; mIDH1 inhibitor: 9%; TrxR1 substrate: -8%[11.4 µM]; D2 agonist: -0.7

What do the screens show for `c1cc2c3c(cccc3c1)C(N1CCCCCC1)=N2`?
TRHR ag: -0.4; rTrxR1 inhibitor: 17%[57.1 µM]; PI4K2A block: 3; USP1 inh: -12%; D2 antag: -48; TRHR PAM: 6; mIDH1 inhibitor: 9%; TrxR1 substrate: 9%[57.1 µM]; D2 agonist: -0.4

What do the screens show for `CCOC(=O)/C(=N/Nc1ccc(Cl)cc1)S(=O)(=O)c1ccccc1`?
TRHR ag: -1.0; rTrxR1 inhibitor: 15%; PI4K2A block: 1; USP1 inh: inconclusive; D2 antag: -7; TRHR PAM: 1; mIDH1 inhibitor: -4%; TrxR1 substrate: 2%; D2 agonist: -0.5

Results for CC(=O)Nc1ccc(NC(=O)CN(c2ccc(C34CC5CC(CC(C5)C3)C4)cc2)S(C)(=O)=O)cc1 ?
TRHR ag: -0.1; rTrxR1 inhibitor: 14%; PI4K2A block: -2; USP1 inh: -31%; D2 antag: -9; TRHR PAM: 3; mIDH1 inhibitor: -4%; TrxR1 substrate: 9%; D2 agonist: 0.1

Results for CCC(=O)Nc1c2c(nn1-c1ccc(F)cc1)CS(=O)C2 (stereo unspecified) ?
TRHR ag: 0.1; rTrxR1 inhibitor: inconclusive; PI4K2A block: 2; USP1 inh: -26%; D2 antag: 2; TRHR PAM: -1; mIDH1 inhibitor: 16%; TrxR1 substrate: 8%; D2 agonist: 0.7

Pulled by compound from the list above:
How did CCOCc1c(C(=O)OCC(=O)Nc2ccc(C)c(S(=O)(=O)N(C)C)c2)oc2ccccc12 do in these assays?
TRHR ag: -0.5; rTrxR1 inhibitor: -9%[11.4 µM]; PI4K2A block: 6; USP1 inh: -19%; D2 antag: -11; TRHR PAM: -3; mIDH1 inhibitor: 9%; TrxR1 substrate: -8%[11.4 µM]; D2 agonist: -0.7

Results for COc1ccc(C2=C(C=O)Cc3ccccc3O2)cc1 ?
rTrxR1 inhibitor: 8%[57.1 µM]; PI4K2A block: -2; USP1 inh: -3%; mIDH1 inhibitor: 8%; TrxR1 substrate: 10%[57.1 µM]

Results for CC(=O)Nc1ccc(NC(=O)CN(c2ccc(C34CC5CC(CC(C5)C3)C4)cc2)S(C)(=O)=O)cc1 ?
TRHR ag: -0.1; rTrxR1 inhibitor: 14%; PI4K2A block: -2; USP1 inh: -31%; D2 antag: -9; TRHR PAM: 3; mIDH1 inhibitor: -4%; TrxR1 substrate: 9%; D2 agonist: 0.1

(list continues)
What do the screens show for `CCC(=O)Nc1ccc(C(=O)OCc2ccccc2)cc1`?
TRHR ag: -0.7; rTrxR1 inhibitor: 7%; PI4K2A block: 2; USP1 inh: -26%; D2 antag: 8; TRHR PAM: -3; mIDH1 inhibitor: 0%; TrxR1 substrate: 3%; D2 agonist: 6.4

What do the screens show for `N#C/C(=C\c1ccc(Cl)cc1)C(=O)NCC1CCCO1` (stereo unspecified)?
TRHR ag: 1.2; rTrxR1 inhibitor: -34%; PI4K2A block: 29; USP1 inh: -2%; TRHR PAM: -2; mIDH1 inhibitor: -14%; TrxR1 substrate: -6%; D2 agonist: 1.8

What do the screens show for `Cc1cccc(NC(=O)c2cccc([N+](=O)[O-])c2O)c1C`?
rTrxR1 inhibitor: -13%; PI4K2A block: -7; USP1 inh: -11%; mIDH1 inhibitor: 17%; TrxR1 substrate: -14%

What do the screens show for `COc1ccc(CC(=O)NCc2n[nH]c(=S)n2-c2ccc(Br)cc2)cc1`?
TRHR ag: 1.1; rTrxR1 inhibitor: -11%[57.1 µM]; PI4K2A block: -1; USP1 inh: -1%; D2 antag: 12; TRHR PAM: 1; mIDH1 inhibitor: 18%; TrxR1 substrate: 3%[57.1 µM]; D2 agonist: -0.1
